CCT chaperon mod: cytosolic chaperonin activity modulation; purified chaperonin ATPase assay, HTRF ADP detection, 30 min; activity change, % (test concentration not listed), hits read low; hit rate 0.3% among 360,000; AID 651819; in the data active means activity change below about -30%; further: on the % scale 0 is the no-effect control and ±100 the full control effect
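Enzyme 40 or 20 nM (batch-dependent) in Tris pH 7.4/KCl/MgCl2/DTT; cpd 76 uM single point; ATP 10 uM; 30 min 37 °C; Transcreener ADP HTRF detection, 30 min RT; ratio 665/615.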
EPAC1 agonist: EPAC1 (human) agonism; EPAC1 agonist qHTS, biochemical assay; response scale: 100% = response to 6.5 mM cAMP; hit rate 0.073% among 360,000; Potency, µM (series often up to 154 µM), without a hit: at the top dose activation, usual class: activators; further: potency means the concentration at half of the fitted maximal effect; nearly all actives have a fitted effect of over 60% in size
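Fluorescent GDP-exchange assay: 100 nM EPAC1 with 250 nM Rap1B preloaded with BODIPY-GDP and 50 uM GDP; compounds tested as concentration series, 5 min at room temperature, then read every 5 min for 30 min (ex 480/em 540 nm); normalized to 6.5 mM cAMP.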
PI5P4Ka inh: blocks human PI5P4K alpha kinase activity; P48426; PI5P4Kalpha enzyme, ADP-Glo luminescence, 60 min; hits give low values; max response, %; hit rate 1.2% among 330,000; AID 652105; active means max response of -50% or lower; inconclusive means between -30% and -50%; inactive means -30% or higher; further: value at the top dose of about 77 µM; on the % scale 0 is the no-effect control and ±100 the full control effect
Target sequence (P48426 whole entry, looked up): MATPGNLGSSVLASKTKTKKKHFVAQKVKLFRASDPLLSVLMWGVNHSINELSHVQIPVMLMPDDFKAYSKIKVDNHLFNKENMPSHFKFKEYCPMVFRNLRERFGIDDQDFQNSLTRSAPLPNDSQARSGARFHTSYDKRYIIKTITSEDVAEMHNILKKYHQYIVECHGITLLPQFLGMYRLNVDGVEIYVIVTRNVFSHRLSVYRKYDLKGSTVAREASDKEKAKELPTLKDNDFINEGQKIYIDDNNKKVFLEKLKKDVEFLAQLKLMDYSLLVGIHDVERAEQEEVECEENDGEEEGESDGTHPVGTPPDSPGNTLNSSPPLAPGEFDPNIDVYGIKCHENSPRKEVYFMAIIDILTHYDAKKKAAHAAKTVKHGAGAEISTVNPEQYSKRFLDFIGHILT
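Single end-point luminescence (ADP-Glo) quantified ADP from PI5P4Kalpha turnover; ATP 5 microM final, 1 h at RT, 0.1% CHAPS and 0.28 mM EGTA in HEPES pH 7.4.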
EPAC1 antag: antagonists of human EPAC1; O95398; EPAC1 GEF assay, Rap1b-BODIPY-GDP exchange fluorescence; Potency, µM (top dose mostly 115 µM), without a hit: top-dose activity change, negative = inhibition, usual class: inhibitors; hit rate 0.14% among 360,000; AID 720709;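 further: potency means the concentration at half of the fitted maximal effect; plate controls were vehicle for no effect and positive control for full effect; nearly all actives have a fitted effect of over 50% in size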
WRN helicase inh: blocks human WRN helicase. Q14191. WRN helicase unwinding, fluorescent forked duplex, kinetic. Potency, µM (top dose mostly 114 µM), for inactives: top-dose activity change, negative = inhibition, hits mostly inhibitors. hit rate 0.46% among 360,000; further: potency means the concentration at half of the fitted maximal effect; on the % scale 0 is the no-effect control and ±100 the full control effect; nearly all actives have a fitted effect of over 55% in size
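Primary qHTS, 1536-well format. 20 nM WRN + compound, 15 min RT; start with 100 nM forked fluorophore/quencher duplex, 2 mM ATP (final); kinetic read ex 525/em 598 nm.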
EPAC2 agonist: EPAC2 (human) agonism; AID 720711; Q8WZA2; EPAC2 activation, biochemical qHTS; response scale: 100% = 6.5 mM cAMP response; hit rate 0.079% among 360,000; Potency, µM (doses to about 154 µM), inactives show at the highest dose activation, actives largely listed as activators; further: potency means the concentration at half of the fitted maximal effect; nearly all actives have a fitted effect of over 50% in size
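qHTS, titration series. 100 nM EPAC2 / 250 nM Rap1B-BODIPY-GDP / 50 uM GDP; RT; ex 480/em 540 nm, 5-min reads to 30 min. Norm. to 6.5 mM cAMP = activation.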
IL-2 act: IL-2 activation | IL-2 activation reporter assay, cell-based qHTS; stimulated with anti-CD3/CD4/CD28 beads; in transgenic mouse T cells | activation, % (series mostly up to about 46 µM) | hit rate 0.065% among 360,000; in the data active means activation above about 50%; inconclusive means mostly about 30% to 49%; further: 0% is about no effect
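EGFP and DsRed fluorescence is measured by plate cytometry in unstimulated transgenic mouse T cells exposed to compound for 60 minutes, then stimulated 18 hours at 37 degrees C with anti-CD3/anti-CD4 beads plus anti-CD28.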
PLK1 PBD block: inhibitors of human PLK1 polo-box domain binding | Plk1 PBD binding of FITC phosphopeptide, fluorescence polarization | Potency, µM, for the others: max response, negative = inhibition, usual class: inhibitors | P53350 | hit rate 2.8% among 360,000; further: potency means the concentration at half of the fitted maximal effect; series mostly up to about 57 µM; on the % scale 0 is the no-effect control and ±100 the full control effect; nearly all actives have a fitted effect of over 65% in size
Target sequence (P53350 whole entry, looked up, the tested form may be a part): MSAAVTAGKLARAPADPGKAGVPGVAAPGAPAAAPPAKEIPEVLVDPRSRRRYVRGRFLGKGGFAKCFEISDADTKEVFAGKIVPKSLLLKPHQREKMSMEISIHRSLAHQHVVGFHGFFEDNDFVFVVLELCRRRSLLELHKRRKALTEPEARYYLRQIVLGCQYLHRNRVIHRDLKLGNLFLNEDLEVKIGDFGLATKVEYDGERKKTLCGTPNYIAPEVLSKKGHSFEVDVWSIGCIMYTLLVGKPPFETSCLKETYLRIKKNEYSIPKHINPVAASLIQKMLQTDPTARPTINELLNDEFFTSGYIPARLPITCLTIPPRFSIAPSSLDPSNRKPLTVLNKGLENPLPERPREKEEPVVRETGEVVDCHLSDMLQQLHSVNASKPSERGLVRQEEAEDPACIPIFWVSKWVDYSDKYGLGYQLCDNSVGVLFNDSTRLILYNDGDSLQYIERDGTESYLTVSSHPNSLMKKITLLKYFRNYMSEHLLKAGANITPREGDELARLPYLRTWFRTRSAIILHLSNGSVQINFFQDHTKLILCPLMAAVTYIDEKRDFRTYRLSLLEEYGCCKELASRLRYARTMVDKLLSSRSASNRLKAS
* = called active by the depositor; ? = inconclusive; / = not tested or not shown; & = joins results of further samples; [ ] = another dose, or the depositor's remark. Unless noted, the call rests on the fitted dose curve; in most records, active means well fitted curve in the direction sought with a large enough effect; inconclusive means small, poorly fitted or top-dose-only effect, or another doubt; inactive means no such curve, though single readings can be large; an effect the other way counts as inactive or inconclusive. Some of the compounds tested, so the mix of outcomes need not match the whole.

| mol | CCT chaperon mod | EPAC1 agonist | PI5P4Ka inh | EPAC1 antag | WRN helicase inh | EPAC2 agonist | IL-2 act | PLK1 PBD block |
| --- | --- | --- | --- | --- | --- | --- | --- | --- |
| CCN(C(=O)CN1C(=O)COc2ccc(S(=O)(=O)N3CCCCCC3)cc21)c1cccc(C)c1 | -0.1 | -10% | -17 | ? | -2% | 0% | -2.6 | 24µM* |
| Cc1ccc(Cl)cc1N1C(=O)CC(Sc2ccccc2N)C1=O (centres undefined) | -33* | 1% | 2 | 11% | 5% | 2% | 1.1 | -3% |
| CN1CCN(C(=O)c2cc(-c3cccc(Cl)c3)on2)CC1 | -2.9 | 2% | -1 | -13% | -3% | -9% | 1.4 | -15% |
| Cc1ccc(C)c(S(=O)(=O)Nc2cc(SCC(=O)O)c(O)c3ccccc23)c1 | -0.9 | 21% | ? | ? | 18µM* | 4% | 2.3 | 1.5µM* |
| CCOCCCNC(=O)C(NC(=O)c1ccccc1O)c1ccc(Cl)cc1 (centres undefined) | 2.1 | -6% | 2 | 1% | -9% | -1% | -4.6 | -13% |
| COc1ccc(NC(=O)CN(C)CC(=O)N(C)C2(C#N)CCC(C)CC2)cc1 (centres undefined) | -1.2 | 10% | 1 | 0% | -4% | 5% | 1.0 | -9% |
| O=S(=O)(O)c1cccc2cccc(Nc3ccccc3)c12 | -1.6 | -6% | ? | -31% | 3%[11.6 µM] | -11% | 2.4 | 15µM* |
| O=C(NCc1ccc(Cl)cc1)c1cccc(NC2=NC3CS(=O)(=O)CC3S2)c1 (centres undefined) | -1.1 | 0% | 4 | 2% | -1% | 3% | -2.1 | -2% |
| COc1ccccc1NC(=O)Nc1nc(CC(=O)Nc2ccccc2F)cs1 | -1.4 | -4% | -10 | -2% | -16% | 6% | -1.1 | 3% |
| Cc1ccc(C(=O)NCCN2CCOCC2)cc1 | -3.0 | 9% | / | 5% | -10%[57.1 µM] | 13% | -4.9 | 4% |
| O=C(CNC(=O)c1cccs1)OCC(=O)c1ccccc1Cl | 1.2 | 1% | 0 | -10% | -20% | 6% | 5.1 | -7% |
| O=C(O)CCCc1ccc2ccc3cccc4ccc1c2c34 | -3.3 | -3% | 21 | -13% | -5% | 7% | 0.3 | ? |
| COc1cccc(NC(=O)[C@H](C)NC(=O)N2CCn3c2nc2ccccc23)c1 | -2.7 | 1% | -1 | -7% | -1% | 2% | -2.2 | -7% |
| Cn1nc(C(=O)OCc2ccccc2F)c2ccccc2c1=O | -6.9 | 6% | -5 | -19% | 1% | 0% | 0.1 | -13% |
| Cc1ccc2c(c1)c1c3n2CCCNC3CCC1 (centres undefined) | 1.6 | -9% | / | 12% | 6% | 6% | -2.4 | -7% |
| O=C(NCCNC(=O)c1cnccn1)c1ccc(Cl)cc1 | -0.2 | 0% | -3 | ? | -3% | -2% | -0.4 | -9% |
| Cc1ccc(C)c(C(=O)CSc2nnnn2C(C)C)c1 | 0.1 | 4% | 2 | 0% | 6% | -3% | -1.2 | -8% |
| CCOc1ccc(N(CC(=O)Nc2ccc(C)cc2)S(=O)(=O)c2c(C)noc2C)cc1 | -2.0 | -13% | 1 | -12% | 7% | -1% | -1.2 | -5% |
| CCN(CC)CCNC(=O)c1c(O)c2c([nH]c1=O)CCCC2 | 1.6 | 5% | / | 2% | 23% | 5% | -1.2 | -3% |
| CCn1cc(C(=O)O)c(=O)c2cc(F)c(N3CCN(C(=S)NC(=O)c4cccc(C)c4)CC3)cc21 | -1.5 | 5% | 2 | -2% | -4% | -3% | -1.6 | -5% |
| CCCC(=O)OCCn1c(Br)nc2c1c(=O)[nH]c(=O)n2C | -0.1 | 2% | / | -6% | -11% | 7% | 0.1 | 0% |
| CN(Cc1ccccc1)C(=O)c1ccc(NC(=O)Cc2ccc(NC(=O)C3CCCN(C(=O)c4ccccc4)C3)cc2)cc1 (centres undefined) | -1.4 | -7% | -12 | -27% | -4% | 13% | 0.0 | -7% |
| O=C(O)CC(O)(CC(=O)O)C(=O)O | -1.6 | -15% | 0 | -2% | 13% | 2% | 0.1 | -1% |
| CC=Cc1cc(OC)c2c(c1)C(C)C(c1ccc(O)c(OC)c1)O2 (centres undefined) | -3.5 | 23% | 7 | -28% | -19% | 11% | -1.1 | 6% |
| O=C(COc1ccccc1)NCC(=O)N/N=C/C=C/c1ccccc1 | -0.7 | 0% | -11 | 11% | -11% | 4% | -0.4 | -1% |
| CCOc1ccc(CCNC(=O)C2CCN(c3nnc(-n4cccc4)s3)CC2)cc1OCC | 2.2 | -16% | -10 | -10% | -1% | -16% | -0.5 | -2% |
| Cc1sc2ncnc(N3CCN(S(=O)(=O)c4ccc(F)cc4)CC3)c2c1C | 0.2 | 12% | -2 | -6% | -2% | 15% | -0.7 | -1% |
| COC(=O)c1nn(-c2ccc(C)cc2)c2nnc(Cc3ccccc3)c(=O)n12 | -2.1 | -7% | 2 | 4% | -3% | -1% | -1.2 | -4% |
| CC(=O)c1c(-c2ccc(C)cc2)nc2c3ccccc3ccn12 | 1.2 | -4% | 6 | -6% | 2% | -1% | 0.6 | -1% |
| Cc1ccc(CNC(=O)C2CCN(S(=O)(=O)c3ccc4c(c3)CC(C)N4C(=O)C3CCC3)CC2)o1 (centres undefined) | -1.4 | -8% | 0 | -7% | -1% | 1% | -0.1 | 0% |

Complete entries from above. Order of screens: CCT chaperon mod	EPAC1 agonist	PI5P4Ka inh	EPAC1 antag	WRN helicase inh	EPAC2 agonist	IL-2 act	PLK1 PBD block
Results for `O=C(NCCNC(=O)c1cnccn1)c1ccc(Cl)cc1` : -0.2	0%	-3	?	-3%	-2%	-0.4	-9%
Results for `O=C(CNC(=O)c1cccs1)OCC(=O)c1ccccc1Cl` : 1.2	1%	0	-10%	-20%	6%	5.1	-7%

(cont.)
| mol | CCT chaperon mod | EPAC1 agonist | PI5P4Ka inh | EPAC1 antag | WRN helicase inh | EPAC2 agonist | IL-2 act | PLK1 PBD block |
| --- | --- | --- | --- | --- | --- | --- | --- | --- |
| CC(=O)c1ccc(N2CCN(c3ccc4cc(S(=O)(=O)N5CCC(C)CC5)ccc4n3)CC2)cc1 | 1.1 | -19% | 1 | 2% | 4% | -10% | -1.6 | 2% |
| O=[N+]([O-])c1cc2oc3c(c2c(C=NCc2ccncc2)c1O)CCCC3 | 2.0 | -2% | -81* | ? | ? | 2% | 1.4 | ? |
| NC(=O)c1ccccc1OCC(=O)N1CCC(Cc2ccccc2)CC1 | -2.2 | -5% | 0 | -8% | 5% | 7% | 0.3 | 0% |
| CCOC(=O)c1cccc2c(=O)c(C(=O)c3ccc(Cl)cc3)c(C(=O)OC)[nH]c12 | -2.9 | 0% | 1 | 0% | -14% | -7% | -1.6 | -13% |
| CC(C)(C)NC(=O)C(=O)NCc1ccncc1 | -1.4 | 8% | -1 | -2% | -15% | 3% | -1.9 | -10% |
| CCOC(=O)N1CCN(C(=O)c2ccc(CS(=O)Cc3ccc(C)cc3)o2)CC1 (centres undefined) | 1.2 | -7% | 0 | ? | 1% | 8% | 0.2 | -14% |
| CC(C(=O)Nc1ccc(S(=O)(=O)N2CCOCC2)cc1)N(c1ccccc1)S(C)(=O)=O (centres undefined) | 1.6 | 3% | -9 | 1% | 4% | -19% | -0.5 | -5% |
| CCOc1ccc(C(=O)OCC(=O)Nc2nc(OC)cc(OC)n2)cc1OCC | -1.2 | 4% | 6 | -16% | -1% | -5% | 2.5 | -3% |
| COC(=O)[C@H](CC(C)C)NCc1cccc(CN[C@@H](CC(C)C)C(=O)OC)c1 | -1.1 | -8% | 19 | -2% | -1% | -5% | 0.4 | -3% |
| COC(=O)c1ccccc1NC(=O)c1cc(C)no1 | -1.0 | 6% | -4 | 11% | -1% | 17% | -2.5 | -9% |
| Cc1nn(-c2ccccc2)c(Cl)c1C(=O)Nc1ccccc1 | -2.3 | 4% | 1 | 2% | -6% | 3% | -0.6 | -7% |
| CCCN(CC(=O)Nc1cc(C)on1)S(=O)(=O)c1cccc(C(F)(F)F)c1 | -1.6 | 4% | 8 | -26% | -5%[57.1 µM] | -2% | -0.6 | 6% |
| CCCS(=O)(=O)NCc1cn2c(C)csc2n1 | -0.4 | 3% | -8 | -17% | -1% | -3% | -2.4 | -1% |
| Cc1cc([N+](=O)[O-])cnc1NC(C)c1ccccc1 (centres undefined) | -1.3 | 14% | -2 | -3% | -4% | 8% | -4.4 | -9% |
| O=C(Cc1cccc(NC(=O)C2CCN(C(=O)C3CCC3)CC2)c1)Nc1cccc(C(=O)N2CCCC2)c1 | 1.3 | 10% | -5 | 3% | -4% | 18% | 0.9 | -7% |
| COc1cc(C)c(Cl)cc1S(=O)(=O)NCc1ccco1 | -1.4 | -9% | 2 | -14% | -10% | 12% | 0.2 | -16% |
| Cc1ccc(-n2nnnc2CNC(=O)c2ccc([N+](=O)[O-])o2)cc1C | -0.9 | 7% | -3 | 9% | -8% | 0% | 2.0 | -15% |
| O=C1ON=C(c2ccccc2)/C1=C/c1ccco1 | 1.5 | -16% | -21 | -14% | ? | 0% | -0.8 | 1.1µM* |
| CCn1c(SCc2nc3ccccc3c(=O)[nH]2)nc2ccccc21 | -4.1 | 4% | 5 | -11% | 0% | 8% | 1.5 | -12% |
| CC(O)c1nc2ccc(C(=O)O)cc2[nH]1 (centres undefined) | 0.1 | 3% | 9 | -5% | -7% | 3% | -1.8 | 3% |
| Cc1nc2sccn2c(=O)c1S(=O)(=O)Nc1ccc(N2CCOCC2)c(Cl)c1 | -2.0 | -8% | 7 | -1% | -6% | -4% | -1.7 | 5% |
| COc1ccc(/C=C/C(=O)NC(=S)NN2CCCCC2c2cccnc2)cc1 (centres undefined) | -2.1 | -4% | 0 | -20% | 6% | 10% | -2.2 | -17% |
| CCN1CCCc2cc(CN(CCN3CCOCC3)C(=S)Nc3ccccc3OC)ccc21 | -1.4 | -12% | -4 | -8% | 3% | 20% | -0.1 | -18% |
| O=C(OCC(=O)N1CCN(S(=O)(=O)c2ccc(Cl)cc2)CC1)c1cc(Br)ccc1O | 1.2 | -8% | 7 | 14% | 3% | 12% | -0.9 | -1% |
| CN(C)S(=O)(=O)c1ccc(Cl)c(NC(=O)COC(=O)CCSc2ccccc2)c1 | 0.5 | 5% | 4 | -16% | -11% | 17% | -1.9 | ? |
| Cc1c(C(N)=O)sc2ncn(CCOc3ccccc3)c(=O)c12 | 0.0 | -3% | 1 | -4% | -4% | 1% | 0.0 | -7% |
| CCOC(=O)C1=C(C)NC(C)=C(C(=O)OCC)C1C(=O)OCC(=O)NC(C)C | -3.7&-0.9 | -19%&-13% | 6&-4 | -6%&-19% | 1%&9% | 16%&7% | 0.3&0.7 | 1%&-2% |
